Source: PubChem (several laboratories)
IL1B NFkB pot: enhances IL-1B driven NFkB nuclear translocation | actives 0.3% (n = 94,000) | HUVEC IL-1B NFkB p65 nuclear translocation imaging | activation, % at 2 µM;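 active means activation above 40%, about the mean plus 3 SD, also judged a hit on visual image review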;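 further: percent activation is computed from the nuclear over cytoplasmic p65 intensity ratio; values of inactives mirror those of a sister screen read the other way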
MRP reversal: compounds reversing MRP-mediated drug resistance; H69AR cells + 2 uM doxorubicin, CellTiter-Glo, 72 h; differential viability (reversal), % at 10 µM; actives 0.04% (n = 85,000);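 active means viability drop by adding the cancer drug above about 55%, with treated viability meeting a 40% cutoff, limit read from the data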;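 further: viability without doxorubicin minus viability with 2 µM doxorubicin for each compound; larger differential means the compound sensitizes cells more to doxorubicin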
NFkB transloc inh: blocks IL-1B driven NFkB nuclear translocation in HUVEC cells. inhibition, % at 2 µM. AID 796. HUVEC IL-1B NFkB p65 nuclear translocation imaging. actives 0.43% (n = 94,000);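 active means inhibition above about 30% together with a positive call from visual inspection of the well image, limit read from the data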;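 further: nuclear over cytoplasmic p65 intensity ratio measured by imaging; 0% = IL-1B stimulated DMSO wells and 100% = unstimulated DMSO wells; values of inactives mirror those of a sister screen read the other way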
PLAP inhibition: inhibition of human placental alkaline phosphatase – biochemical, luminescence, HTS (AID 690) | purified PLAP, luminescent substrate; higher % means a stronger effect | one-dose inhibition, % at 20 µM; IC50 in µM for titrated hits | actives 0.08% (n = 96,000); in the data active means a potency from the dose series; inactive means the rest, 99 in 100 with inhibition below about 30%; further: strong numbers were not always called active
Bcl-B TR3 displacers: displacers of TR3 peptide from Bcl-B, primary screen, selectivity assay for Bfl-1 inhibitor project, biochemical, fluorescence polarization; FP displacement of FITC-TR3 peptide from Bcl-B; higher % means a stronger effect; one-dose displacement, % at 20 µM; IC50 in µM for titrated hits; actives 0.11% (n = 96,000);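 active means displacement above 50% at 20 µM plus a fluorescence interference ratio under 1.5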;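 further: plate controls were wells without compound for no effect and wells lacking Bcl-B protein for full effect; a part of the inactive calls stands beside numbers as strong as those of hits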
MRP reversal cytotoxicity: second read-out of MRP reversal, no call of its own (marks repeat the call); viability, %; H69AR cells, CellTiter-Glo, 72 h; measured here: cytotoxicity without doxorubicin
MRP reversal with doxorubicin: recorded beside MRP reversal, whose call it bears; viability, %; measured here: viability with 2 uM doxorubicin; hits give low values
NFkB transloc inh cell count 2 µM: also measured in NFkB transloc inh; calls as there; cell count; measured here: cells passing quality filter;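 raw number of nuclei counted in each imaged well without normalization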
IL1B NFkB pot cell count 2 µM: recorded beside IL1B NFkB pot, whose call it bears; cell count; measured here: cells passing quality filter
* hit, by the source's call; . = not tested or not shown; & = joins results of further samples. These rows are one share of the data, so the mix of outcomes need not match the whole.

Results follow in this order: IL1B NFkB pot	PLAP inhibition	IL1B NFkB pot cell count 2 µM	MRP reversal with doxorubicin	NFkB transloc inh	MRP reversal	Bcl-B TR3 displacers	MRP reversal cytotoxicity	NFkB transloc inh cell count 2 µM
> S=c1[nH]nc(C2CCCCC2)n1/N=C/C=C/c1ccccc1
→ 1	-7%	107	.	-1	.	0%	.	107
> COc1ccc(CC(=O)NCc2nnc(SCCOc3ccccc3)n2C)cc1
→ 30	21%	149	102	-30	2	-6%	104	149
> O=C1CCC(C(=O)NCCCn2ccnc2)N1 (stereo not drawn)
→ .	-3%	.	89	.	-12	-2%	77	.
> Cn1c(=O)c(C(=O)c2ccccc2)nc2ccccc21
→ -3	15%	165	83	4	21	14%	104	165
> CCOc1ccc(CCNC(=O)C2CCN(c3nn4c(=O)cc(C)nc4s3)CC2)cc1OCC
→ .	-52%	.	71	.	9	-14%	81	.
> CC12CCC(C(=O)O)(C/C1=N\O)C2(C)C (stereo not drawn)
→ -5&-12	14%&-2%	113&148	96&95	5&12	-3&-34	-2%&10%	93&61	113&148
> CCc1c(C)nc(SCC(=O)Nc2cccc(Br)c2)[nH]c1=O
→ -1	1%	140	86	1	14	-7%	100	140
> CC(NC(=O)c1cccc(N2CCCC2=O)c1)c1ccc2c(c1)OCCO2 (stereo not drawn)
→ 13	.	122	91	-14	0	.	91	122
> O=C(COn1nnc2ccc(Cl)cc21)NCc1ccccc1
→ -7	14%	73	81	7	19	6%	100	73
> CCNc1nc(NC(C)CC)nc(Oc2ccc(=O)[nH]n2)n1 (stereo not drawn)
→ 31	10%	172	82	-31	13	0%	95	172
> CCC(C)(C)n1nnnc1CN1CCN(C(c2ccccc2)c2ccccc2)CC1
→ 0	.	65	68	0	-12	.	56	65
> CNC(=O)N(O)C1N(C)C(=O)N(Cc2ccccc2)C1(C)C (stereo not drawn)
→ -4	-9%	97	99	4	6	-3%	105	97
> Cn1c(=O)c2cc(S(=O)(=O)Nc3cccc(F)c3)ccc2n(C)c1=O
→ 16	-17%	51	84	-16	7	18%	91	51
> CCS(=O)(=O)n1nc(-c2ccc(Cl)cc2)nc1N
→ .	-17%	.	104	.	0	-2%	104	.
> O=C(NCc1ccco1)C1CCN(c2nnc(-n3cccc3)s2)CC1
→ .	-15%	.	84	.	4	0%	88	.
> COc1ccc(N2C(=O)c3ccccc3NC23CCC(C)CC3)cc1 (stereo not drawn)
→ -7	-16%	152	.	7	.	-9%	.	152
> CC1(C)NC(=O)N(CCOCCOc2ccc3ccccc3c2Br)C1=O
→ 3	-73%	146	40	-3	-8	-18%	33	146
> COc1ccc(NC(=O)COC(=O)c2cc(OC)c(OC)cc2NC(=O)c2ccco2)cc1OC
→ -1	-69%	178	.	1	.	-10%	.	178
> CCCC(=O)Nc1ccc2nc(SCC(=O)Nc3nccs3)sc2c1
→ -6	-6%	127	86	6	15	-3%	101	127
> O=C(NCCN1CCOCC1)c1cn(CCc2ccccc2)nn1
→ -1	10%	95	95	1	1	0%	96	95
> O=C(O)c1ccc2[nH]c3c(c2c1)CSCC3
→ -10	0%	56	95	10	3	-4%	98	56
> CCOC(=O)c1cccc(NC(=O)c2cnc3ccccc3n2)c1
→ 4	-14%	140	94	-4	-13	5%	81	140
> Cc1cccc(NC(=O)CCSc2nc(C)cc(C)n2)c1
→ 8	-5%	204	.	-8	.	12%	.	204
> COc1cccc(-c2nn(C)c3sc(C(=O)NCc4ccc(C)o4)cc23)c1
→ .	-56%	.	77	.	-9	-10%	68	.
> O=C1CN=C(Nc2cccc(C(F)(F)F)c2)N1C1CCCC1
→ -10	4%	155	75	10	-14	-3%	61	155
> Cc1ccc(NC(=O)O/N=C2\CCCCC2c2ccc([N+](=O)[O-])cc2[N+](=O)[O-])cc1 (stereo not drawn)
→ 3	-2%	156	.	-3	.	3%	.	156
> COc1ccc(N2C(=O)CCC(C(=O)NCc3ccccn3)C2c2ccc(F)cc2)cc1 (stereo not drawn)
→ 40	-80%	197	95	-40	-1	2%	95	197
> CCNC(=S)NNC(=O)CCn1c2ccccc2c2ccccc21
→ 10	-1%	134	.	-10	.	-4%	.	134
> O=C(NC1CCCCC1)c1ccc(S(=O)(=O)NCc2ccco2)cc1
→ 2	6%	79	99	-2	-8	-4%	91	79
> C=CCOc1cccc(C2/C(=C(/O)c3ccc(Cl)cc3)C(=O)C(=O)N2CCN2CCOCC2)c1 (stereo not drawn)
→ 14	-47%	123	94	-14	1	-10%	95	123
> O=C(Nc1ccc(F)cc1Cl)c1ccc2c(=O)n3c(nc2c1)CCCCC3
→ -5	-2%	133	93	5	-23	3%	71	133
> Cn1c(=O)n(-c2cccc(Cl)c2)c(=O)n1C
→ 6	13%	115	81	-6	14	-2%	95	115
> CC(C)(C)NCc1cc2ccccc2[nH]c1=O
→ -13	-4%	70	92	13	7	2%	99	70
> COc1cc(NC(=O)CS(=O)(=O)c2ccc(C)cc2)cc(OC)c1OC
→ 23	-6%	133	62	-23	26	-5%	88	133
> CCCC(=O)NC(C)C(c1cccs1)N1CCN(C)CC1 (stereo not drawn)
→ -1	3%	150	94	1	3	1%	97	150
> O=C(NC1CCCCC1)N(CCO)Cc1cc2cc3c(cc2[nH]c1=O)OCCO3
→ 5	-27%	98	79	-5	12	-9%	90	98
> CCNc1nc(NC(C)(C)C)nc(N2CCCC2)n1
→ -6	.	100	72	6	-6	.	67	100
> CO/N=C/c1ccc(Sc2ccc(C)cc2)c([N+](=O)[O-])c1
→ 5	11%	162	80	-5	11	7%	91	162
> CCN(C(=O)c1cccnc1)c1ccccc1
→ 9	-2%	75	100	-9	7	9%	107	75
> COC(=O)c1ccc(NC(=O)C2CC2)o1
→ 13	-12%	210	.	-13	.	-15%	.	210

A stretch from further up:
Results follow in this order: IL1B NFkB pot	PLAP inhibition	IL1B NFkB pot cell count 2 µM	MRP reversal with doxorubicin	NFkB transloc inh	MRP reversal	Bcl-B TR3 displacers	MRP reversal cytotoxicity	NFkB transloc inh cell count 2 µM
> O=C(Nc1ccc(F)cc1Cl)c1ccc2c(=O)n3c(nc2c1)CCCCC3
→ -5	-2%	133	93	5	-23	3%	71	133
> Cn1c(=O)n(-c2cccc(Cl)c2)c(=O)n1C
→ 6	13%	115	81	-6	14	-2%	95	115
> CC(C)(C)NCc1cc2ccccc2[nH]c1=O
→ -13	-4%	70	92	13	7	2%	99	70

The list goes on.
Results follow in this order: IL1B NFkB pot	PLAP inhibition	IL1B NFkB pot cell count 2 µM	MRP reversal with doxorubicin	NFkB transloc inh	MRP reversal	Bcl-B TR3 displacers	MRP reversal cytotoxicity	NFkB transloc inh cell count 2 µM
> Cc1ccc(Cn2c(SCC(=O)Nc3cccc(C)n3)nc3c2c(=O)n(C)c(=O)n3C)cc1
→ .	-61%	.	48	.	-6	-16%	42	.
> c1ccc(C(c2nnnn2Cc2cccs2)N2CCN(C3CCCC3)CC2)cc1 (stereo not drawn)
→ 23	-26%	184	72	-23	24	-7%	96	184
> c1ccc2c(c1)OCC(c1nn3cnnc3s1)O2 (stereo not drawn)
→ .	-5%	.	97	.	2	-8%	99	.
> CCN1C(=O)/C(=C2/Sc3ccc(OC)cc3N2C)SC1=Nc1cccc(O)c1
→ 9	-1%	39	20	-9	3	-33%	24	39
> O=C(COC(=O)c1cccnc1Nc1ccccc1F)NCCN1C(=O)CSC1=O
→ 12	-67%	159	.	-12	.	-30%	.	159
> CCN(CCCNC(=O)CNC(=O)Cn1cnc2ccccc2c1=O)c1ccccc1
→ .	-17%	.	93	.	4	-6%	97	.
> CCc1ccc(NCCC(=O)c2ccc(Cl)cc2)cc1
→ -5	-1%	100	.	5	.	0%	.	100
> CCOC(=O)c1ccc(N2C(=O)CC(N3CCC(C(N)=O)(N4CCCCC4)CC3)C2=O)cc1 (stereo not drawn)
→ -4	.	141	96	4	-5	.	90	141
> CCOC(=O)c1sc(=S)n(-c2cc(OC)ccc2OC)c1N
→ .	17%	.	59	.	2	0%	61	.
> Cc1cc(C)cc(Nc2ncc3c(n2)CC(c2ccco2)CC3=O)c1 (stereo not drawn)
→ -5	16%	159	82	5	15	5%	97	159
> Cc1cc(C=O)c2c(c1)C=CC1(Oc3ccccc3C(=O)N1C)O2 (stereo not drawn)
→ 17	.	141	59	-17	-37	.	22	141
> Cc1ccc(S(=O)(=O)N(C)c2nonc2C)cc1
→ 8	2%	156	95	-8	-2	-3%	93	156
> Cc1ccc(S(=O)(=O)N2C(=O)CCC2C(=O)N2CCN(C)CC2)cc1 (stereo not drawn)
→ -10	16%	146	88	10	15	-7%	103	146
> COc1cc(S(=O)(=O)N2CCOCC2)ccc1NC(=O)COC(=O)CC12CC3CC(CC(C3)C1)C2
→ 12	-66%	145	.	-12	.	-4%	.	145
> COc1ccc2c(c1OC)CN(C)CCc1cc3c(cc1C(O)C2)OCO3 (stereo not drawn)
→ 18	-8%	140	96	-18	-5	-4%	91	140
> COc1ccccc1C1C2=C(COC2=O)Nc2cc3c(cc21)OCO3 (stereo not drawn)
→ -40	-27%	55	.	40*	.	18%	.	55*
> COC(=O)c1cc(OC)c(OC)cc1NC(=O)C1CCCO1 (stereo not drawn)
→ .	-55%	.	78	.	15	-7%	93	.
> O=C(Nc1cccc(F)c1)C1CCN(C(=O)c2ccc(Br)cc2)CC1
→ -6	-84%	71	58	6	-24	6%	34	71
> COc1ccc2nc(NCCCO)[nH]c2c1
→ 4	.	144	80	-4	18	.	98	144
> CCN(CC)S(=O)(=O)c1ccc(NC(=O)Nc2cccc(C(F)(F)F)c2)cc1
→ 19	20%	130	.	-19	.	-3%	.	130
> CCOC(=O)c1sc2nc(C)c3c(c2c1N)CC(C)(C)OC3
→ 10	1%	157	79	-10	7	-10%	86	157
> O=C(NCc1ccccc1)c1ccc(CN(c2ccccn2)S(=O)(=O)c2ccccc2)cc1
→ 10	-47%	127	71	-10	7	-1%	78	127
> CCC(=O)c1c[nH]c(C(=O)NCc2ccco2)c1
→ 1	1%	147	.	-1	.	3%	.	147
> COCC(=O)NC1CCN(C(=O)NCc2ccccc2)CC1
→ 2	1%	56	90	-2	16	-1%	106	56
> COc1ccccc1NC(=O)C(O)C(O)C(=O)Nc1ccccc1OC (stereo not drawn)
→ 16	17%	111	82	-16	5	-12%	87	111
> O=C(CCNS(=O)(=O)c1cccs1)NCc1ccco1
→ 12	-13%	121	.	-12	.	12%	.	121
> Cc1noc(NC(=O)c2ccccc2Cl)c1C#N
→ 1	12%	127	.	-1	.	0%	.	127
> CCn1cc(C(=O)OCC(=O)OC2CC(C)CCC2C(C)C)c(=O)c2ccc(C)nc21 (stereo not drawn)
→ -11	-44%	160	82	11	7	-7%	90	160
